SMN2 splice enh = enhancers of SMN2 splice variant expression. HEK293 SMN2-luciferase splicing reporter, luminescence, 30-36 h. Potency, µM (doses to about 46.1 µM), for inactives: at the top dose activity change, positive = activation, hits mostly activators. AID 1458. 2.8% of 210,000 active; also: % of control where 0% means no effect; nearly all actives have a fitted effect of over 55% in size
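HEK293 cells carry an SMN2 […]–luciferase reporter in which exon 7 inclusion puts luciferase in frame. Cells were plated 10-12 h before compound addition, then incubated 30-36 h at 37C. ONE-Glo luminescence was read; sodium butyrate at 4.5 mM final served as control.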
GAA glycogen = GAA glycogen-cleavage inhibition or activation; recombinant GAA, glycogen substrate, Amplex Red glucose oxidase fluorescence; 0.38% of 300,000 active; P10253; Potency, µM (highest dose often 76.4 µM), without a hit: top-dose activity change, negative = inhibition, actives largely listed as inhibitors; AID 2100;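 also: 0% = full enzyme reaction and -100% = no-enzyme basal signal; the screen sought inhibitors and activators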
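Recombinant human alpha-glucosidase (4 nM final) hydrolysed bovine liver glycogen (30 ug) for 40 min at 37 C in pH 5.0 citrate/phosphate with 0.01% Tween-20. Released glucose detected by glucose oxidase/Amplex Red, Ex 573/Em 610 nm. Compounds up to 77 uM; AC50 from Hill fits.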
* hit, by the source's call; ? = inconclusive; & = joins results of further samples; [ ] = dose if it differs, or a comment. Calls follow the shape of the dose curve; as a rule, active = well fitted curve in the direction sought with a large enough effect; inconclusive = small, poorly fitted or top-dose-only effect, or another doubt; inactive = no such curve, though single readings can be large; an effect the other way counts as inactive or inconclusive. Potency is read from the fitted curve at half-maximal effect. Some of the compounds tested, so the mix of outcomes need not match the whole.

SMILES	SMN2 splice enh	GAA glycogen
Cc1cc(C)c2oc(C(=O)Nc3ccc(S(=O)(=O)N(C)c4ccccc4)cc3)cc(=O)c2c1	-3%	16%[76.3 µM]
O=C(NCCn1ccc2ccccc21)c1ccc(Cl)cc1	13µM*	11%[76.3 µM]
Cc1ccc(-c2nnc(SCC(=O)NCc3ccccc3)o2)cc1	-7%	2%[76.3 µM]
COc1ccc(NC(=O)Cn2c(=O)n(CCC(C)C)c(=O)c3cccnc32)cc1Cl	9%	1%[76.3 µM]
CCOc1ccccc1C(=O)N(Cc1ccco1)Cc1ccco1	15%	12%[76.3 µM]
COc1ccc(C2C(C(N)=O)=C(C)Nc3nc(SCc4ccccc4Cl)nn32)cc1OC (configuration not stated)	4%	-4%[76.3 µM]
Fc1ccccc1-n1ncc2c1ncn1nc(Cc3ccccc3)nc21	11µM*	-4%[76.3 µM]
CCOc1ccc(Cl)cc1C1CC(=O)Nc2cc(OC)c(OC)c(OC)c21 (configuration not stated)	-9%	6%[76.3 µM]
Cc1ccc(CNC(=O)CCCn2c(=O)c3ccccc3n(Cc3ccccc3Cl)c2=O)cc1	2%	-3%[76.3 µM]
COc1ccc(S(=O)(=O)N(CC(=O)NCCSc2ccc(C)cc2)c2ccc(C)cc2)cc1	-10%	-3%[76.3 µM]
CCN(C(=O)CCc1nc(-c2ccc(C)cc2)no1)c1cc(C)ccc1C	-24%	-15%[76.3 µM]
Cc1ccc(N2CCN(S(=O)(=O)c3cccc4ccccc34)CC2)cc1Cl	-26%	-11%[76.3 µM]
Cc1cccc(C)c1OCc1nc2c3cnn(-c4ccccc4Br)c3ncn2n1	-4%	-8%[76.3 µM]
O=C(Cn1cc(C(=O)c2cccs2)c2ccccc21)Nc1ccc(Br)cc1	-35%[inhibitor]	-5%[76.3 µM]
CCOc1ccccc1CNC(=O)Cn1c(-c2ccccc2)cc(C(C)=O)c1C	-3%	7%[76.3 µM]
CC1CCCCN1CCCNC(=O)Cn1ncc2c3ccccc3n(Cc3ccccc3)c2c1=O (configuration not stated)	12%	5%[76.3 µM]
Cc1ccc2c(=O)cc(C(=O)Nc3ccc(S(=O)(=O)N4CCCCCC4)cc3)oc2c1	-2%	11%[76.3 µM]
CCCCCn1c(=O)[nH]c2cc(C(=O)Nc3ccc(F)cc3)ccc2c1=O	-8%	-3%[76.3 µM]
CCCc1nc2sc3c(N4CCC(C)CC4)ncnc3c2c2c1CCCC2	3%	10%[76.3 µM]
COc1ccc(S(=O)(=O)N2CCC(C(=O)Nc3ccccc3)CC2)cc1OC	7%	1%[76.3 µM]
COc1ccc(OC)c(C2CC(=O)Oc3c2c(=O)n(C)c2ccccc32)c1 (configuration not stated)	5%	-8%[76.3 µM]
Cc1ccc(Cl)cc1N1CCN(C(=O)Cn2nc(C)n3c(cc4sccc43)c2=O)CC1	6%	-3%[76.3 µM]
Cc1cc(C)cc(NC(=O)c2cccc(C(=O)Nc3cc(C)cc(C)c3)c2)c1	-4%	-3%[76.3 µM]
CCOC(=O)c1cnc2c(Cl)c(Cl)ccc2c1Nc1ccc(N(C)C)cc1	10%	-1%[76.3 µM]
CC(=O)NCCNC(=O)CCCc1nnc2n(C)c(=O)c3sccc3n12	4%	-3%[76.3 µM]
CCOC(=O)c1ccccc1NC(=O)Cn1c(=O)n(CCC(=O)NCc2ccccc2OC)c(=O)c2ccccc21	12%	6%[76.3 µM]
CCOc1ccc(NC(=O)Cn2c(=O)oc3cc(S(=O)(=O)N4CCC(C)CC4)ccc32)cc1	-26%	8%[76.3 µM]
O=c1oc2ccccc2c(N2CCN(c3ccc(F)cc3)CC2)c1CN1CCCC1	-6%	-21%[76.3 µM]
COc1ccc(-c2c(C)nn3c(C(F)(F)F)cc(-c4ccccc4)nc23)cc1OC	1%	14%[76.3 µM]
Cc1ccc(N(CC(=O)Nc2ccc(F)cc2F)S(=O)(=O)c2cccs2)cc1	-11%	-18%[76.3 µM]

As entered above.
CCOC(=O)c1cnc2c(Cl)c(Cl)ccc2c1Nc1ccc(N(C)C)cc1 | SMN2 splice enh: 10%
Cc1ccc(N(CC(=O)Nc2ccc(F)cc2F)S(=O)(=O)c2cccs2)cc1 | SMN2 splice enh: -11%

Additional results
SMILES	SMN2 splice enh	GAA glycogen
Cc1cccc(C)c1Nc1c(-c2ccc(O)cc2)nc2sccn12	8%	?
CCOC(=O)c1c(N)n(-c2cc(C)cc(C)c2)c2nc3ccccc3nc12	4%	12%[76.3 µM]
O=C(NCCC1=CCCCC1)c1ccc2c(c1)N(Cc1ccc(Cl)cc1)C(=O)c1ccccc1S2=O (configuration not stated)	1%	7%[76.3 µM]
COC(=O)CC1Oc2ccccc2-n2cc(-c3ccc(F)cc3)nc21 (configuration not stated)	-18%	-11%[76.3 µM]
CCOc1ccc2c(c1)c(=O)c(C(=O)c1ccccc1)cn2Cc1ccccc1	4%	17%[76.3 µM]
O=C(CCS(=O)(=O)c1cccc2nsnc12)Nc1ccc(F)cc1	-1%	13%[76.3 µM]
CC1CCN(C(=O)c2c(NC(=O)c3ccccc3Cl)sc3c2CCC(C(C)(C)C)C3)CC1 (configuration not stated)	-3%	9%[76.3 µM]
Cc1cccc(N2CCN(C(=O)C3CCCN(S(=O)(=O)c4cccc5nsnc45)C3)CC2)c1C (configuration not stated)	0%	1%[76.3 µM]
COc1ccc(Cl)cc1N(C)C(=O)C(=O)Nc1ccc2nc3n(c(=O)c2c1)CCCCC3	0%	16%[76.3 µM]
O=C(c1ccc2c(c1)N(Cc1ccccc1F)C(=O)c1ccccc1S2=O)N1CCCCC1 (configuration not stated)	-27%	-8%[76.3 µM]
Cc1ccc(C)c(Cn2c(=O)n(CCCCC(=O)NCc3ccc4c(c3)OCO4)c(=O)c3ccccc32)c1	-3%	12%[76.3 µM]
CCC(C)NC(=O)c1cn(CC)c2ccc(S(=O)(=O)N3CCCCC3)cc2c1=O (configuration not stated)	-17%	-9%&3%[76.3 µM]
CCOC(=O)c1cnc2c(C)cc(C)cc2c1Nc1cccc(C(=O)O)c1	-2%	13%[76.3 µM]
Cc1cccc(N2CCN(C3(c4ccccc4)C(=O)c4ccccc4C3=O)CC2C)c1 (configuration not stated)	-21%	11%[76.3 µM]
CCCCn1c2ccc(F)cc2c2nnc(SCCN(CC)CC)nc21	-5%	16%[76.3 µM]
COc1cc(OC)c(NC(=O)CSc2nccn2C)cc1Cl	-9%	12%[76.3 µM]
CCCCOc1ccccc1C(=O)N(Cc1cccc(F)c1)C1CCS(=O)(=O)C1 (configuration not stated)	-5%	12%[76.3 µM]
COc1ccc(CNC(=O)C2CCCN(S(=O)(=O)c3cccc4nsnc34)C2)cc1 (configuration not stated)	-23%	12%[76.3 µM]
COc1ccc(CCNC(=O)CN(c2ccccc2)S(=O)(=O)N(C)C)cc1OC	-2%	-3%[76.3 µM]
COc1ccc(OC)c(NC(=O)CN2C(=O)CC(C)Sc3ccccc32)c1 (configuration not stated)	3%	14%[76.3 µM]
COC(=O)c1c(NC(=O)Cc2coc3cc(C)cc(C)c23)sc2c1CCC2	0%	11%[76.3 µM]
NS(=O)(=O)c1ccc(CCNc2nc3c(-c4cccc(F)c4)nnn3c3ccc(Cl)cc23)cc1	20%	12%[76.3 µM]
CCOC(=O)c1c(NC(=O)C(C)Sc2cn(CCNC(=O)c3ccccc3OC)c3ccccc23)sc2c1CCC2 (configuration not stated)	2%	-10%[76.3 µM]
Cc1cccn2c(=O)c3cc(C(=O)NC(C)c4ccccc4)c(=N)n(CCCO)c3nc12 (configuration not stated)	-17%	14%[76.3 µM]
Cc1nc2nc(NC(=O)c3ccc(C(C)(C)C)cc3)[nH]n2c(=O)c1C	6%	7%[76.3 µM]
Cn1c(SCc2ccc(F)cc2)nc2ccc(C(=O)NCc3cccc(Cl)c3)cc21	5%	-8%[76.3 µM]
Cc1ccc(NC(=O)C2CCCN(S(=O)(=O)c3ccc4c(c3)oc(=O)n4C)C2)cc1Cl (configuration not stated)	-5%	8%[76.3 µM]
CCOC(=O)C1=C(CN2CCC(C(=O)OCC)CC2)NC(=O)NC1c1ccc(Cl)cc1 (configuration not stated)	0%	-24%[76.3 µM]
CCOc1ccc(S(=O)(=O)N(CC(=O)NCCc2ccc(OC)cc2)c2ccccc2)cc1	-9%	-5%[76.3 µM]
COc1cc(OC)cc(-n2c(=O)[nH]c3cc(C(=O)NCCc4ccc(C)cc4)ccc3c2=O)c1	-3%	-3%[76.3 µM]

Exported as labelled records: part of the list above
> Cc1cccn2c(=O)c3cc(C(=O)NC(C)c4ccccc4)c(=N)n(CCCO)c3nc12 (configuration not stated)
  SMN2 splice enh = -17%
  GAA glycogen = 14%[76.3 µM]
> Cc1nc2nc(NC(=O)c3ccc(C(C)(C)C)cc3)[nH]n2c(=O)c1C
  SMN2 splice enh = 6%
  GAA glycogen = 7%[76.3 µM]
> Cn1c(SCc2ccc(F)cc2)nc2ccc(C(=O)NCc3cccc(Cl)c3)cc21
  SMN2 splice enh = 5%
  GAA glycogen = -8%[76.3 µM]

(next part)
SMILES	SMN2 splice enh	GAA glycogen
CC(C)c1ccc(NS(=O)(=O)c2ccc3[nH]cc(C(=O)NCC4CCCO4)c(=O)c3c2)cc1 (configuration not stated)	-29%	-25%[76.3 µM]
CCOC(=O)c1c(C)n(-c2ccccc2)c2ccc(OC(=O)c3ccccc3NC(=O)C(C)(C)C)cc12	-9%	1%[76.3 µM]
COc1cc(NC(=O)CCNC(=O)Cn2ccc3ccccc3c2=O)cc(OC)c1OC	-12%	-4%&-6%[76.3 µM]
COc1ccc(-c2nnc(SCC(=O)N3CCCCC3)o2)cc1	13%	-2%
COC(=O)c1c(NC(=O)/C(C#N)=C/c2ccc(OC)cc2)sc2c1CCC2	1%	0%[76.3 µM]
CCc1ccc(-n2c(N3CCN(c4cccc(Cl)c4)CC3)nc3ccccc3c2=O)cc1	-12%	-12%[76.3 µM]
COc1ccc(NC(=O)C2CCCN(S(=O)(=O)c3ccc(F)cc3)C2)cc1 (configuration not stated)	-4%	-6%[76.3 µM]
CCn1c(=O)cc(OCC(=O)N(C)c2ccc(OC)cc2)c2ccccc21	6%	-16%[76.3 µM]
Cc1ccc2c(c1)N(CCC(=O)NCc1ccccc1Cl)C(=O)CO2	0%	10%[76.3 µM]
COCCNC(=O)Cn1nc(-c2ccc(C)cc2)c2ccccc2c1=O	-4%	5%

5 compounds from above, ordered by the value under SMN2 splice enh, low to high.
SMILES,SMN2 splice enh,GAA glycogen
CCc1ccc(-n2c(N3CCN(c4cccc(Cl)c4)CC3)nc3ccccc3c2=O)cc1,-12%,-12%[76.3 µM]
CCOC(=O)c1c(C)n(-c2ccccc2)c2ccc(OC(=O)c3ccccc3NC(=O)C(C)(C)C)cc12,-9%,1%[76.3 µM]
O=c1oc2ccccc2c(N2CCN(c3ccc(F)cc3)CC2)c1CN1CCCC1,-6%,-21%[76.3 µM]
Cc1ccc(NC(=O)C2CCCN(S(=O)(=O)c3ccc4c(c3)oc(=O)n4C)C2)cc1Cl (configuration not stated),-5%,8%[76.3 µM]
NS(=O)(=O)c1ccc(CCNc2nc3c(-c4cccc(F)c4)nnn3c3ccc(Cl)cc23)cc1,20%,12%[76.3 µM]

The listing picks up; the three compounds before the break are reprinted first.
SMILES	SMN2 splice enh	GAA glycogen
CCn1c(=O)cc(OCC(=O)N(C)c2ccc(OC)cc2)c2ccccc21	6%	-16%[76.3 µM]
Cc1ccc2c(c1)N(CCC(=O)NCc1ccccc1Cl)C(=O)CO2	0%	10%[76.3 µM]
COCCNC(=O)Cn1nc(-c2ccc(C)cc2)c2ccccc2c1=O	-4%	5%
COc1ccccc1NC(=O)c1oc2ccccc2c1NC(=O)c1ccc(S(=O)(=O)N(C)C)cc1	-11%	13%[76.3 µM]
CCN(CC)C(=O)C1=C(C)Nc2nc3ccccc3n2C1c1ccc(Cl)cc1 (configuration not stated)	2%	2%[76.3 µM]
O=C(Nc1ccc(Cl)cc1)C1CCC(CNS(=O)(=O)c2ccc(Br)s2)CC1 (configuration not stated)	-26%	15%[76.3 µM]
CCc1c(C)nc2nc(-c3ccccc3)nn2c1NCc1ccc(C)cc1	4%	-9%[76.3 µM]
Brc1ccc(-c2nnc3sc(CN4CCCCC4)cn23)cc1	0%	10%[76.3 µM]
COc1cccc(C(=O)Nc2ccccc2-c2nc3ccccc3s2)c1	9%	-5%[76.3 µM]
O=C(c1cc2c(=O)[nH]c3ccccc3c2s1)N1CCN(c2ccc(F)cc2)CC1	-2%	-8%[76.3 µM]
CCOc1ccc(Nc2oc(/C=C/c3ccc(F)cc3)nc2C#N)cc1	-4%	-20%[76.3 µM]
CCCN1C(=O)C2(c3ccccc31)c1c(oc3ccccc3c1=O)C(=O)N2CCO (configuration not stated)	-1%	5%[76.3 µM]
